RmlCD inh 1536 – inhibitors of Mycobacterium tuberculosis RmlC and RmlD coupled enzymes. AID 1533. RmlC+RmlD coupled enzyme assay, percent inhibition; primary screen in compound mixtures. inhibition, % at 3.6 µM. 160,000 tested, 0.03% active; in the data active = inhibition mostly above about 34%, no sharp cut-off; note: some results filed as inactive read as strong as hits
Target sequence (P9WH09 whole entry, looked up): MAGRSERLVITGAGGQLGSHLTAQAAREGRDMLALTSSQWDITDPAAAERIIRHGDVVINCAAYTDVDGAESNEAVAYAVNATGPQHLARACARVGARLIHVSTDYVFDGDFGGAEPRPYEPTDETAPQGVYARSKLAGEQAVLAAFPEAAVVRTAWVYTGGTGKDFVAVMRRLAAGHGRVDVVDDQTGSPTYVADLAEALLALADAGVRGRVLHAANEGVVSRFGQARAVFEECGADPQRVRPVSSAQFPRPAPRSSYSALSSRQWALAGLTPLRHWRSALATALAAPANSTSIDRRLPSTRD
Target sequence (P9WH11 whole entry, looked up): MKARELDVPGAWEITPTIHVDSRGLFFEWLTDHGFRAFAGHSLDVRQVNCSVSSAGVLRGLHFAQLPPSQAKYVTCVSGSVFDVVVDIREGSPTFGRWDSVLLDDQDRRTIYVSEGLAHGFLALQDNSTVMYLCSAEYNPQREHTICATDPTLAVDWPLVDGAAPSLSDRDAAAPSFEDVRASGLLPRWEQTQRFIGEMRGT
M. tuberculosis GlmU – inhibition of mycobacterial GlmU enzyme – biochemical, glucosamine-1-phosphate acetyltransferase (AID 1376); 220,000 tested, 0.25% active; M. tuberculosis GlmU acetyltransferase enzyme assay; higher % means a stronger effect; one-dose inhibition, %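 (tested at 30 µM in the primary screen)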; IC50 in µM for titrated hits; in the data active = inhibition above about 13%;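 note: 0% = complete reaction with vehicle and 100% = reaction without substrate; strong numbers were not always called active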
An asterisk follows results filed as active; . = not tested or not shown; & = joins results of further samples. These rows are one share of the data, so the mix of outcomes need not match the whole.

SMILES	RmlCD inh 1536	M. tuberculosis GlmU
O=C(O)CNc1nc(-c2ccccc2)c2cc([N+](=O)[O-])ccc2n1	-7	-2.8%
Nc1[nH]nc2nc3ccccc3cc12	2	2.8%
Nc1c(-c2ccccc2)c(CSc2nc3ccccc3[nH]2)nn1-c1ccc(C(=O)O)cc1	74	6.2%
Cc1cccc(C)c1NC(=S)N(C)CCc1ccccn1	-7	-1.2%
Cc1cccc(-c2noc(-c3ccc(F)cc3)n2)c1	3	1.1%
c1ccc(Cn2nnnc2-c2ccco2)cc1	.	3.4%
O=C(CCn1c(=O)[nH]c2ccccc2c1=O)N1CCN(c2ccc(Cl)cc2)CC1	2	-7.1%
COC(=O)NCc1ccc(CNC(=O)OC)cc1	-7	-0.7%
CC(C)c1cc(C(=O)N/N=C/c2c[nH]c3ccccc23)n[nH]1	-8	-6.6%
CCN=C1SC(CC(=O)Nc2ccc(C(F)(F)F)cc2)C(=O)N1CC (stereo unspecified)	.	-0.7%
O=C(O)CCC(=O)N1N=C(c2ccc(Br)cc2)CC1c1cccs1 (stereo unspecified)	-7	1.0%
CCSc1nc(O)cc(=O)n1-c1ccc(OC)cc1	.	4.3%
CCCCN1C(=O)C(=O)NC[C@@H]1CCCCN	.	3.0%
CCN(CC)S(=O)(=O)c1cccc(-c2n[nH]c(=S)n2C(C)COC)c1 (stereo unspecified)	.	-2.0%
Cc1c(-n2cc(C(=O)O)c(=O)c3cc(F)c(N4CCCC(O)C4)c(F)c32)c(=O)n(-c2ccccc2)n1C (stereo unspecified)	-8	6.3%
COc1ccc(OCCCC(=O)NCC(C)C)cc1	-9	-3.3%
O=C(NCc1ccccn1)c1cccc(NS(=O)(=O)c2ccccc2F)c1	.	-1.1%
COCCNC(=S)NCc1cccs1	8	-7.5%
COc1ccc(OC)c(-n2c(-c3ccc(S(C)(=O)=O)cc3)cc(C=O)c2C)c1	4	1.2%
COc1ccc2nccc(C(N)=O)c2c1	0	-0.5%
COc1ccc(CCNC(=O)C2CCCN(S(=O)(=O)c3cnc[nH]3)C2)cc1OC (stereo unspecified)	19	3.3%
Cc1ccc(NC(=O)COC(=O)c2cccc3c2C(=O)c2ccccc2C3=O)c(C)c1	-4	-7.5%
COc1ccccc1NC(=S)NCc1ccccn1	-14	3.6%
COc1cc(/C=c2\sc3n(c2=O)C(c2ccccc2)C(c2ccccc2)=NN=3)ccc1O (stereo unspecified)	6	-0.1%
C#CCOCCOCCOCCNc1nc(N2CCN(C(=O)[C@H](CCC(=O)O)n3cc(C(N)Cc4ccc(O)cc4)nn3)CC2)nc(N2CCN(C(=O)[C@H](CCC(=O)O)n3cc(C(N)CC(C)C)nn3)CC2)n1 (stereo partly specified)	.	-2.6%
Cc1ccc(-c2noc(=O)n2CC(=O)c2ccc(Cl)cc2)cc1	-7	-2.7%
CCC(=O)NC(c1ccco1)c1cc(Cl)c2cccnc2c1O (stereo unspecified)	13	3.5%
CCOC(=O)C1CN(S(=O)(=O)c2ccc(F)cc2)C1	.	-1.8%
CC(=O)c1cc(-c2ccccc2)n(CC(=O)Nc2cccc(C)c2)c1C	-14	1.9%
COCCCn1cc(C(=O)c2ccccc2OCC(=O)Nc2cccc(F)c2)cc(C#N)c1=O	50	-5.1%
CN(c1ccc(OCC(=O)OCC(=O)Nc2ccccc2)cc1)S(=O)(=O)c1cccs1	-8	-4.4%
O=C1CN(C(=O)CSc2nncs2)c2ccccc2N1	7	-0.6%
O=[N+]([O-])c1cccc(C(=Nc2ccc(Cl)cc2)NO)c1	5	2.0%
CCn1c(C(=O)N2CCCC(C(=O)O)C2)cc2sccc21 (stereo unspecified)	.	7.7%
Clc1ccc(-c2nnc(-c3ccco3)o2)cc1	-11	0.1%
Cc1cccc(NC(=O)CS(=O)(=O)c2c[nH]c3ccccc23)c1C	8	-5.8%
O=C(Nc1ccc(Sc2ccc(Br)cc2)cc1)c1ccco1	.	5.5%
CCOc1ccc2[nH]c(=O)c(CN(CC3COCCO3)C(=O)c3ccc(C)cc3)cc2c1 (stereo unspecified)	-6	2.1%
O=C(NCc1ccc(-c2nc3ccccc3s2)cc1)c1ccco1	8	-2.5%
COc1ccc(NC(=O)CN2C(=O)C(C)Oc3ccccc32)c(OC)c1 (stereo unspecified)	9	-0.3%
CCOC(=O)N1CCN(CCC(=O)Nc2ccc(C)c(Br)c2)CC1	.	-1.9%
O=C(Oc1ccccc1)c1cc2ccccc2o1	-1	-0.7%
O=C(Nc1ccc(Cl)cc1)C1CCCN(S(=O)(=O)c2cnc[nH]2)C1 (stereo unspecified)	10	-6.1%
S=C(Nc1ccccc1)N1CCOCCOCCN(C(=S)Nc2ccccc2)CCOCCOCC1	.	1.9%
COC(=O)C1CCN(C(=O)Cc2ccc(Br)cc2)CC1	13	-1.8%
O=[N+]([O-])c1cccc(/C=N/Nc2nccnc2Cl)c1	11	3.0%
COc1cccc(N/C(SCc2cccc([N+](=O)[O-])c2)=C(/C#N)C(=O)NCc2cccs2)c1	-9	3.0%
CCNC(=S)N/N=C(\C)c1cccc(OC)c1	-1	3.8%
CCn1c(CSc2ncccn2)nnc1SCC(=O)N1c2ccccc2CC1C (stereo unspecified)	-7	-5.5%
O=C1N(Nc2ccccc2)C(c2ccc(Br)cc2)C12CCCCC2 (stereo unspecified)	.	3.4%

(listing goes on)
SMILES	RmlCD inh 1536	M. tuberculosis GlmU
O=C(C(c1ccccc1)c1ccccc1)N1CCN(Cc2ccc(Br)cc2)CC1	-6	0.0%
Cc1ccccc1N1C(=O)C2C3CC(=O)C(c4ccccc43)C2C1=O (stereo unspecified)	3	6.1%
O=C(CC1C(=O)NCCN1Cc1cccc(Oc2ccccc2)c1)NCc1cccnc1 (stereo unspecified)	0	-5.3%
CCN(CC)c1ncn(Cc2c(Cl)cccc2Cl)c2ncnc1-2	.	-4.1%
Cc1cccc(NC(=O)CC2S/C(=N/c3nccs3)N(C)C2=O)c1 (stereo unspecified)	.	-3.1%
c1ccc(N2CCN(c3ccccc3)C2c2cccs2)cc1	.	-4.5%
C[C@H]1CCCC(=O)CCC/C=C/c2cc(O)cc(O)c2C(=O)O1	-2	-4.9%
C/C(CC(=O)Nc1ccc(Cl)c(C(F)(F)F)c1)=N\NC(=O)c1cccc(O)c1	10	-3.6%
Cc1cc(C)c(C)c(S(=O)(=O)NNC(=O)c2cccc(S(=O)(=O)N3CCOCC3)c2)c1C	-11	1.3%
COCCn1c(SC2CCOC2=O)nc2ccccc2c1=O (stereo unspecified)	.	2.8%

Full records as entered above. Screens in order: RmlCD inh 1536	M. tuberculosis GlmU
C#CCOCCOCCOCCNc1nc(N2CCN(C(=O)[C@H](CCC(=O)O)n3cc(C(N)Cc4ccc(O)cc4)nn3)CC2)nc(N2CCN(C(=O)[C@H](CCC(=O)O)n3cc(C(N)CC(C)C)nn3)CC2)n1 (stereo partly specified) as listed: .	-2.6%
c1ccc(N2CCN(c3ccccc3)C2c2cccs2)cc1 as listed: .	-4.5%
O=C(Oc1ccccc1)c1cc2ccccc2o1 as listed: -1	-0.7%
O=C(NCc1ccc(-c2nc3ccccc3s2)cc1)c1ccco1 as listed: 8	-2.5%
Cc1cc(C)c(C)c(S(=O)(=O)NNC(=O)c2cccc(S(=O)(=O)N3CCOCC3)c2)c1C as listed: -11	1.3%

Another view of some results above.
canonical_smiles: O=C(CC1C(=O)NCCN1Cc1cccc(Oc2ccccc2)c1)NCc1cccnc1 (stereo unspecified)
- RmlCD inh 1536 = 0
- M. tuberculosis GlmU = -5.3%

canonical_smiles: C[C@H]1CCCC(=O)CCC/C=C/c2cc(O)cc(O)c2C(=O)O1
- RmlCD inh 1536 = -2
- M. tuberculosis GlmU = -4.9%

canonical_smiles: Cc1cccc(NC(=O)CC2S/C(=N/c3nccs3)N(C)C2=O)c1 (stereo unspecified)
- RmlCD inh 1536 = .
- M. tuberculosis GlmU = -3.1%

(list continues)
SMILES	RmlCD inh 1536	M. tuberculosis GlmU
CCOC(=O)N1CCC(N2Cc3cccc(C(=O)N4CCN(c5cccc(C)c5C)CC4)c3C2=O)CC1	1	6.7%
CCOC(=O)c1cnn(Cc2cccc(Cl)c2)c1C	0	-1.6%
Cc1noc2ncnc(Oc3ccc(Cl)cc3Cl)c12	-7	-2.5%
O=C(c1ccccc1)c1ccc(OCC(O)CN2CCOCC2)cc1 (stereo unspecified)	.	-3.3%
COc1ccc(OC)c2[nH]c(=O)c(CCNS(=O)(=O)c3ccc(C)cc3)cc12	8	.
C/C=C\C(=O)Nc1cccc(C2=NOC3(C2)C[C@@H](C(N)=O)N(C(=O)c2ccc(Cl)cc2)C3)c1 (stereo partly specified)	.	2.8%
COc1ccc(CCNC(=O)CSc2nc(-c3ccco3)cc(C(F)(F)F)n2)cc1OC	12	1.5%
CCC1(c2ccc(F)cc2)NC(=O)N(CC(=O)c2ccc[nH]2)C1=O (stereo unspecified)	13	6.4%
O=C(O)/C=C/C(=O)NC1CCC(CC2CCC(NC(=O)/C=C/C(=O)O)CC2)CC1 (stereo unspecified)	-10	-2.1%
COc1cccc(CCNCc2cccc(C(F)(F)F)c2)c1	-6	-0.7%

The list goes on, starting with the last 6 of the part before.
SMILES	RmlCD inh 1536	M. tuberculosis GlmU
COc1ccc(OC)c2[nH]c(=O)c(CCNS(=O)(=O)c3ccc(C)cc3)cc12	8	.
C/C=C\C(=O)Nc1cccc(C2=NOC3(C2)C[C@@H](C(N)=O)N(C(=O)c2ccc(Cl)cc2)C3)c1 (stereo partly specified)	.	2.8%
COc1ccc(CCNC(=O)CSc2nc(-c3ccco3)cc(C(F)(F)F)n2)cc1OC	12	1.5%
CCC1(c2ccc(F)cc2)NC(=O)N(CC(=O)c2ccc[nH]2)C1=O (stereo unspecified)	13	6.4%
O=C(O)/C=C/C(=O)NC1CCC(CC2CCC(NC(=O)/C=C/C(=O)O)CC2)CC1 (stereo unspecified)	-10	-2.1%
COc1cccc(CCNCc2cccc(C(F)(F)F)c2)c1	-6	-0.7%
CCOc1ccccc1CNCc1ccc(F)cc1	12	-5.3%
CCC1CCCCN1C(=O)CSc1nc(N)c(NC(=O)c2ccc(OC)c(OC)c2)c(=O)[nH]1 (stereo unspecified)	9	-1.1%
COc1cccc(/C=N/Nc2nc3ccccc3n3cnnc23)c1O	-1	-4.6%
CC(C)OC(=O)c1ccc(NC(=O)c2ccccc2)cc1	15	-7.4%
COC(=O)c1cn(NC(=O)c2ccc([N+](=O)[O-])cc2Cl)c(=O)c2ccccc12	13	-7.4%
FC(F)(F)c1nc2ccccc2[nH]1	9	4.9%
CCOc1cc(C(=O)N2CCc3cc(OC)c(OC)cc3C2)ccc1OC(F)F	11	0.0%
C(#CCN1CCOCC1)COCCOC(c1ccccc1)c1ccccc1	.	-1.2%
COc1ccccc1Cn1c(/C=C/c2ccccc2)nc2ccccc21	6	1.7%
Nc1ccc(C(=O)O)c(O)c1	4	-5.7%&3.7%
C=CCNC(=S)N1CCN(c2ccc([N+](=O)[O-])cc2)CC1	25	-4.7%
COc1ccc(C(CNC(=O)COc2ccccc2OC)N(C)C)cc1OC (stereo unspecified)	.	2.9%
O=C(O)c1ccc(-c2ccco2)n1Cc1ccccc1	.	4.0%
CCN(CC)S(=O)(=O)c1ccc2[nH]c(=O)cc(C(=O)Nc3ccc(C)c(S(=O)(=O)N(CC)CC)c3)c2c1	.	7.7%
O=S(=O)(NCCC1CC1(Cl)Cl)c1ccc(Cl)cc1 (stereo unspecified)	8	-2.7%
O=C1Nc2cc(Cl)c(Cl)cc2N(O)N1c1ccc(Cl)cc1	-2	-5.8%
CCOc1ccc(N2C(=O)C3ON(c4ccccc4)C(c4cccs4)C3C2=O)cc1 (stereo unspecified)	-13	-3.3%
COc1ccc(CN2C(=O)CSC2c2ccccn2)cc1 (stereo unspecified)	.	4.9%
COc1cccc2c3c(c(=O)[nH]c12)CCC(C)(C)O3	20	2.4%
O=C(CC1(O)C(=O)Nc2ccccc21)c1ccc(-n2cnnn2)cc1 (stereo unspecified)	11	3.0%
C/C(=N\NC(=O)CCc1ccc(S(=O)(=O)N2CCOCC2)cc1)c1ccccc1Cl	-6	-0.3%
CCOC(=O)c1c(-c2ccccc2)csc1NC(=O)C1CCCO1 (stereo unspecified)	8	3.9%
CCOC(=O)c1c(NC(=O)CSc2nnnn2C)sc(CC)c1C	-7	3.4%
COc1ccc(/C=N/NC(=O)C(=O)N2CCCC2)cc1OC	.	0.8%
CCNC(=S)N/N=C(\C)c1cccc([N+](=O)[O-])c1	-11	2.3%
CCOCCCNC(=O)c1ccc2c(c1)N=C(CC)c1cc(Br)ccc1S2	28	-0.4%
COC(=O)/C(C#N)=C/c1c(Oc2cccc(C)c2)nc2ccccn2c1=O	-10	0.3%
COc1ccc(NC(=O)c2cccc(Cn3cc(Br)cn3)c2)cn1	9	4.7%
O=C(Nc1ccon1)c1ccccc1Cl	-5	-0.8%
O=C(Nc1cccnc1)c1cc2cc(Br)ccc2oc1=O	8	8.4%
Cc1ccc2nc(-c3ccccc3)c(CN3CCN(c4ccccc4F)CC3)n2c1	2	-0.9%
O=C(NCc1ccc(Cl)cc1)C(=O)NCC1OCCN1C(=O)c1ccc(Cl)cc1 (stereo unspecified)	-3	-5.4%
CCn1c(SCC(=O)NCC2CCCO2)nnc1-c1ccc(Cl)cc1 (stereo unspecified)	-8	0.7%
COc1cc(/C=C/c2ccc3c(Br)cc(Br)c(O)c3n2)ccc1O	.	6.4%
CCN(CC)c1ncnc2sc(C(=O)N3CCN(c4ccccc4)CC3)c(C)c12	-9	3.1%
CCn1nc(C)cc1C(=O)Sc1cccc(Cl)c1	5	-3.0%
Cc1cccc(NC(=O)CSc2ccc(-c3ccco3)nn2)c1	-6	-3.4%
Cn1cc(Br)c(-c2cccc(NC(=O)CCC(=O)O)c2)n1	7	-3.7%
CCN(CC)c1ccc(/C=N/N2CCN(Cc3ccc(C)cc3C)CC2)c(O)c1	.	-3.7%
Cc1ccc(Cl)cc1N1CCN(C(=O)C2CCN(S(=O)(=O)c3cnc[nH]3)CC2)CC1	-6	5.2%
Nc1nonc1-c1nc2ccccc2n1Cc1ccccc1	1	-0.9%

Source: PubChem BioAssay
